# Screens as filed in PubChem.
# PrPC TRFRET = inhibitors of human cell surface prion protein PrPC | 370,000 tested, 0.43% active | AID 720596 | P04156 | inhibition, % at 13.8 µM | TR-FRET read-out; in the data active = inhibition above about 24%; note: 0% = median of the test wells and 100% = reference compound wells
# BioA inh = blocks M. tuberculosis BioA enzyme activity. purified M. tuberculosis BioA enzyme, plate reader. inhibition, % at 9.99 µM. 360,000 tested, 0.096% active. AID 602481; in the data active = inhibition above about 40%; inconclusive = no clear call, values can overlap the other calls
# FBA Mtb inh = inhibitors of M. tuberculosis fructose-bisphosphate aldolase | inhibition, % at 1 µM | 360,000 tested, 2.3% active | P9WQA3 | purified M. tuberculosis FBA, fluorescence read-out; in the data active = inhibition above about 27%;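 note: 0% = vehicle and 100% = reference inhibitor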
# FadD28 binding = blocks FadD28 binding to the bisubstrate probe; fluorescence polarization; inhibition, % at 12.5 µM; 360,000 tested, 0.22% active; AID 588549; in the data active = inhibition above about 8.5%, passing the limit was not always enough; inconclusive = no clear call, values can overlap the other calls
# Rv3671c protease = Rv3671c (M. tuberculosis) protease inhibition; P9WHR9; inhibition, % at 5.96 µM; 320,000 tested, 0.048% active; in the data active = inhibition above about 38%;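 note: extracellular domain of Rv3671c used as enzyme; 0% = enzyme with DMSO and 100% = no enzyme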
# Target sequence (P9WHR9 whole entry, looked up, the tested form may be a part): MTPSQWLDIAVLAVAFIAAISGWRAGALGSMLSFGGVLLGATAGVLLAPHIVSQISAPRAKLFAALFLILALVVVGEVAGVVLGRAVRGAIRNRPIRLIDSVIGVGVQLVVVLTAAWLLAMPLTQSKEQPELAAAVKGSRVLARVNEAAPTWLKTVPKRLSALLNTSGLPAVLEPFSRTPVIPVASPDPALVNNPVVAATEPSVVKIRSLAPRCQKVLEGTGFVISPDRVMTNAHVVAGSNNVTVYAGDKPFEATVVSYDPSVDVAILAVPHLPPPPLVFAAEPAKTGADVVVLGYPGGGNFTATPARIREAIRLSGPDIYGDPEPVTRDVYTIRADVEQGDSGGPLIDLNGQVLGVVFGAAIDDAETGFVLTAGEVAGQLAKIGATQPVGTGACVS
# MazF activator = MazEF (E. coli) toxin RNase activation; 350,000 tested, 0.32% active; P0AE70; AID 504720; FAM/BHQ RNA-DNA oligo cleavage fluorescence, 5 h; activation, % at 20 µM; in the data active = activation above about 50%
# Target sequence (P0AE70 whole entry, looked up): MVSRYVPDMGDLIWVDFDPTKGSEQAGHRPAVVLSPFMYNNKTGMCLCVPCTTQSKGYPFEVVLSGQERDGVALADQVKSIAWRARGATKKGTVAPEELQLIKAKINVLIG
# UGM FP inh = inhibitors of M. tuberculosis UDP-galactopyranose mutase | inhibition, % at 10 µM | P9WIQ1 | purified UGM, fluorescence polarization probe displacement | AID 504406 | 320,000 tested, 0.06% active; in the data active = inhibition above about 10%, passing the limit was not always enough; inconclusive = no clear call, values can overlap the other calls
# Target sequence (P9WIQ1 whole entry, looked up): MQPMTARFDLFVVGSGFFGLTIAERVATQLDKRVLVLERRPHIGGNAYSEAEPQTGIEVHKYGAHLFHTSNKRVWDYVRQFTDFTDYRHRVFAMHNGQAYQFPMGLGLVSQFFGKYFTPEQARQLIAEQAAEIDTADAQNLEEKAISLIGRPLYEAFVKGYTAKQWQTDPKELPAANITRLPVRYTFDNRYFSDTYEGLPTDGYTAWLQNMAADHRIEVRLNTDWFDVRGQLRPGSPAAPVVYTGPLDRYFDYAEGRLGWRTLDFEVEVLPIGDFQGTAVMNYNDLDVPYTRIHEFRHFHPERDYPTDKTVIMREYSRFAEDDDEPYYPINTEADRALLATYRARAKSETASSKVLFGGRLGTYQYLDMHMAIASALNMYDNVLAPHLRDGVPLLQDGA
# BoNT F protease = inhibitors of Botulinum neurotoxin F light chain protease | Multiplex microsphere protease cleavage assay, flow cytometry | inhibition, % at 10 µM | 360,000 tested, 0.22% active; in the data active = inhibition above about 35%, passing the limit was not always enough; inconclusive = no clear call, values can overlap the other calls; note: plate controls were buffer without enzyme for full effect and enzyme alone for no effect
# GDH-TPI inh = inhibits GDH-TPI coupling enzymes, artifact for Mtb FBA screen. GDH-TPI coupled enzyme counterscreen, NADH absorbance. inhibition, % at 4.8 µM. 360,000 tested, 1.2% active. AID 588335; in the data active = inhibition above about 30%;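 note: 0% = DMSO wells and 100% = wells lacking the enzyme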
# The depositor's hits bear a star; ? = inconclusive; · = not tested or not shown; + = active, no number; & = joins results of further samples.
SMILES,PrPC TRFRET,BioA inh,FBA Mtb inh,FadD28 binding,Rv3671c protease,MazF activator,UGM FP inh,BoNT F protease,GDH-TPI inh
COc1cc(C#Cc2c(-c3cncn3C)n(C)c3ccc(-c4ccc(CN5CCOCC5)cc4)cc23)cc(OC)c1,-2,-2.0,14,-3.5,1,-13,3.4,-7,15
COC(=O)n1c(=O)oc2cc(S(=O)(=O)N3CCOCC3)ccc21,1,-1.6,-1,0.0,-9,1,2.4,12,-2
Cc1ccccc1NC(=O)COC(=O)COc1ccc2c(c1)CCC2,0,-2.6,0,-2.9,·,1,·,·,-2
Cc1ccc(-c2nnc(SCC(=O)NC3CCCC3)n2N)cc1,-6,-2.7,2,-22,0,-1,0.7,0,12
O=C(NNC(=O)C1CCCN(c2ncccn2)C1)c1ccc(F)cc1 (stereo not given),1,-0.7,7,-1.6,-7,-2,1.7,-7,5
CC(=O)c1ccc(OCC(O)CN2CCc3ccccc3C2)cc1 (stereo not given),-10,·,0,-0.3,-4,6,-1.2,-13,11
O=C(CNS(=O)(=O)c1ccccc1)NCC(=O)OCc1ccccc1F,6,·,-1,-3.5,8,2,2.2,-1,2
O=C(Nc1cc(SCC(O)CO)cc([N+](=O)[O-])c1)c1ccc(-n2cnnn2)cc1 (stereo not given),-27,·,-2,-5.5,-19,-3,-1.2,3,-2
CN(c1ccccc1)P(=O)(N(C)c1ccccc1)N(C)c1ccccc1,10,0.6,3,-2.1,3,-5,1.7,2,-8
COc1ccc(/C=C/C(=O)NCC(=O)N/N=C(/C)c2ccco2)cc1,-10,-1.5,3,-1.7,4,-9,-1.0,0,12
CC(C)CN(C(=O)c1ccc(-n2cncn2)c([N+](=O)[O-])c1)C1CCS(=O)(=O)C1 (stereo not given),2,-0.6,1,22*,0,5,3.7,?,2
COCCCNC(=O)COc1ccc(Br)cc1Cl,1,·,3,-3.9,0,-3,1.1,-4,4
CCOC(=O)C1=C(C)N(C)C(=O)NC1c1c(C)nn(-c2ccc(C)cc2)c1Cl (stereo not given),-1,·,2,-4.0,1,-4,-0.7,-5,1
S=C1NCCOCCOCCOCCN1,-4,-2.0,1,-1.0,0,5,1.7,-2,5
Fc1ccc(C(c2nnnn2Cc2ccccc2)N2CCSCC2)cc1 (stereo not given),6,-0.2,-1,-5.8,1,2,-2.9,1,5
O=C(O)CCCCC1CCSS1 (stereo not given),7,-1.7,7,-0.5,1,9,-1.1,3,11
COc1ccc(-c2ccc(SCC(=O)NC3CCCCC3)nn2)cc1,-9,-1.7,-3,-3.7,1,1,-2.7,3,-14
Cc1ccc(-c2noc(CCC(=O)NCCN3CCc4ccccc4C3)n2)cc1,-9,2.1,-1,-2.6,-7,3,2.1,-6,6
C/C(=N/NS(=O)(=O)c1ccccc1)c1ccc(NC(=O)C(F)(F)F)cc1,1,·,-5,-2.3,-9,-2,·,-5,-6
NC(=O)C1CCN(CC(=O)Nc2cccc(C(=O)Nc3cccc(C(F)(F)F)c3)c2)CC1,-3,·,-2,-2.4,-26,11,-2.6,0,12
Cc1ccccc1NC(=O)CN(C)S(=O)(=O)c1ccc2c(c1)n(C)c(=O)c(=O)n2C,0,0.5,3,0.3,-5,-2,-1.7,-7,14
CCc1cc(=O)oc2cc(OC(C)=O)cc(OC(C)=O)c12,47*,·,+,0.8,3,-3,1.5,-3,23
CC1CCN(C(=O)CSc2nnc(-c3ccco3)n2N)CC1,3,-2.3,-4,-3.6,·,-2,·,-2,-3
O=C(NCCN1CCOCC1)c1cccc(S(=O)(=O)NCc2ccccc2)c1,6,-4.1,-2,-3.5,3,-2,-2.1,3,-1
CCOc1ccc(NC(=O)CSc2nnc(Cn3cnc([N+](=O)[O-])n3)n2C)cc1,-12,-0.3,1,-1.4,-8,3,·,-12,1
# (next part)
SMILES,PrPC TRFRET,BioA inh,FBA Mtb inh,FadD28 binding,Rv3671c protease,MazF activator,UGM FP inh,BoNT F protease,GDH-TPI inh
CCCCN(C)CCNC(=O)c1ccc2c(c1)NC(=O)C(N1CCCCC1)S2 (stereo not given),1,-0.1,0,-3.3,7,-2,1.4,2,-2
Fc1ccc(-c2nc3c(-c4ccc(Cl)cc4)cnn3cc2CCN2CCOCC2)cc1,-3,·,1,-2.2,1,5,4.4,0,7
CCC(=O)Nc1nc(C)c(-c2csc(Nc3cccc(O)c3)n2)s1,4,-3.7,3,-2.4,3,17,1.5,-33,14
Cc1ccc2cc(C#N)c(NCCCNC(=O)C3CCCO3)nc2c1 (stereo not given),-5,-0.9,51*,-3.3,0,7,-0.4,3,-2
CC(=O)Nc1cccc(NC(=O)CCNC(=O)c2ccc(Cl)cc2)c1,-3,-0.3,3,·,-1,3,-0.6,21,-6
CCCCOC(=O)Nc1ccc(S(=O)(=O)Nn2cnnc2)cc1,4,-0.5,-2,-1.1,-4,1,1.0,-20,8
COc1ccc(C2Nc3ccccc3C(=O)N2Cc2ccccc2)cc1CN1CCOCC1 (stereo not given),-9,·,97*,-4.1,-1,7,5.4,-3,5
O=C(NCCc1ccccn1)C1CC(=O)N(Cc2ccccc2Cl)C1 (stereo not given),-4,-0.5,0,-2.0,6,-1,3.4,0,4
O=C(O)c1cc(-c2ccccc2)nn1CC1CC(c2cccc([N+](=O)[O-])c2)=NO1 (stereo not given),-23,·,·,·,-5,4,-1.8,·,·
CC1(C(=O)N/N=C/c2cc3c(cc2Br)OCO3)CC1(Br)Br (stereo not given),-4,-0.1,-1,-1.6,-1,-1,3.4,-16,17
CCS(=O)(=O)c1ccc2oc(Nc3cc(Cl)ccc3OC)nc2c1,-2,0.1,-2,-3.1,-13,31,0.3,12,-5
Cc1cc(NC(=O)COc2ccc([N+](=O)[O-])cc2)no1,-3,-2.1,-2,-4.6,6,0,-1.7,0,-3
O=C(OC(C(=O)NCc1cccs1)c1ccccc1Cl)c1ccco1 (stereo not given),0,0.9,0,-6.0,6,3,0.3,1,9
COc1ccc(C2Nc3ccccc3C(=O)N2c2ccc(Cl)cc2)cc1Cn1cc([N+](=O)[O-])cn1 (stereo not given),-3,-0.8,4,-4.2,-1,4,1.1,-1,-3
C/C(Cc1ccccc1)=N\NC(=O)CNC(=O)c1ccc(Cl)cc1,-3,2.6,2,-4.3,3,-7,1.2,-7,-4
O=C(CN1C(=O)c2ccccc2S1(=O)=O)NCCSCc1c(F)cccc1Cl,4,-0.3,2,-0.9,-3,-2,3.0,-1,3
Cc1cc(C)c2nc(SC(C)C#N)cc(C)c2c1 (stereo not given),2,·,1,-4.9,-1,0,-2.9,-7,-8
CN(C)CCNC(=O)Cn1nc(C(F)F)cc1C1CC1,2,0.9,4,-2.0,-2,-1,2.8,5,6
O=C(Nc1ccccc1C(=O)Nc1ccc(Cl)cc1)c1cccnc1,-4,2.9,0,-1.9,-5,10,0.0,-12,1
COc1ccccc1NC(=S)NC(=O)/C=C/c1cccs1,-1,·,-2,-1.6,-19,4,-0.6,3,9
CC1(C)CC(NC(=O)c2ccccc2C(=O)NC2CC(C)(C)NC(C)(C)C2)CC(C)(C)N1,3,-0.9,-4,-0.2,-3,6,0.3,0,0
COc1cccc(CN2CCC(C)(Oc3cccc(Cl)c3)C2)c1OC (stereo not given),-6,-1.1,-2,-3.4,·,·,·,2,2
O=C(Oc1ccccc1Cl)c1ccccc1P(=O)(O)O,3,-1.0,-7,-2.8,0,4,0.5,-3,2
COc1ccccc1NC(=S)NNC(=O)c1ccccc1Br,3,·,-1,0.1,6,1,1.3,-4,4
Cc1cc(=O)oc2cc(OC(C)C(=O)Nc3nccs3)ccc12 (stereo not given),1,26,10,-1.7,-5,1,-1.3,5,10
# Continued.
SMILES,PrPC TRFRET,BioA inh,FBA Mtb inh,FadD28 binding,Rv3671c protease,MazF activator,UGM FP inh,BoNT F protease,GDH-TPI inh
C[C@H]1CN([C@@H](C)CO)C(=O)CCCn2nncc2CO[C@@H]1CN(C)S(=O)(=O)c1ccc2ccccc2c1,-3,0.1&0.2,0,-1.2,·,7,·,4,9
CSc1cccc(CNC(=O)CC2C(=O)NCCN2CC(C)(C)C)c1 (stereo not given),1,·,1,-0.9,-9,1,0.0,-4,10
CCN(CC)N=O,-4,-0.4,-2,-1.8,-3,-17,0.4,-3,1
CS(=O)(=O)Nc1ccc(C(=O)N2CCc3ccccc3C2)cc1,-12,·,3,0.5,2,9,2.8,-5,-4
CC(=O)c1cccc(-c2ccnc3c2CC(C(=O)Nc2cccc(C(F)(F)F)c2)O3)c1 (stereo not given),-6,-1.5,-3,-7.6,·,·,·,0,-5
CCCNc1cc(C)oc(=O)c1C(=O)CC,8,·,1,-0.4,-1,4,-2.5,0,4
CCCCC[C@H](O)/C=C/[C@@H]1[C@@H](C/C=C\CCCC(=O)O)[C@@H](O)C[C@H]1O,11,1.0,1,1.0,5,-2,-1.0,7,12
CC(C)NC(=O)COc1ncnc2sccc12,1,0.4,-2,-4.8,9,-11,0.1,2,-5
Cc1nc2ccc(NC(=O)Cc3ccccc3F)cc2s1,-1,·,2,-1.2,-6,8,3.2,2,7
CC(C)N(C)c1ncnc2c1ncn2[C@H]1CN(Cc2ccc(F)cc2)C[C@@H](CO)O1,12,-0.9,2,-3.8,·,·,·,-1,17
CC(=O)c1cn(CC(=O)Nc2ccccc2Cl)c2ccccc12,19,-0.9,1,0.4,9,14,1.7,25,-4
C=CCn1c(SCC(=O)N2CCCC2)nc2cc(C(=O)NCC3CCCO3)ccc2c1=O (stereo not given),-5,-10,0,-1.4,2,4,-11,3,7
CCc1ccccc1NC(=O)NC1CC2CCC(C1)N2Cc1ccco1 (stereo not given),-8,·,-1,0.2,7,6,-2.5,-4,-4
O=C1CCC(/C=C/c2ccccc2)=NN1Cc1ccccc1,-4,·,-2,0.6,0,1,-3.3,-1,9
OC1(c2ccc(Br)cc2)CCNCC1,-10,-0.5,-1,-0.7,7,-13,-3.7,2,10
CC(CCc1ccccc1)NC(=O)Cc1cccs1 (stereo not given),-4,·,0,-0.8,0,10,-1.0,-5,-2
COc1ccc(NC(=O)CN(C)S(=O)(=O)c2ccc(C)cc2)c([N+](=O)[O-])c1,6,·,1,1.3,10,37,-0.2,-13,12

# 14 structures from above, ordered by molecular weight, smallest number first:
SMILES,PrPC TRFRET,BioA inh,FBA Mtb inh,FadD28 binding,Rv3671c protease,MazF activator,UGM FP inh,BoNT F protease,GDH-TPI inh
S=C1NCCOCCOCCOCCN1,-4,-2.0,1,-1.0,0,5,1.7,-2,5
CC(C)NC(=O)COc1ncnc2sccc12,1,0.4,-2,-4.8,9,-11,0.1,2,-5
OC1(c2ccc(Br)cc2)CCNCC1,-10,-0.5,-1,-0.7,7,-13,-3.7,2,10
O=C(Oc1ccccc1Cl)c1ccccc1P(=O)(O)O,3,-1.0,-7,-2.8,0,4,0.5,-3,2
CC(=O)c1cn(CC(=O)Nc2ccccc2Cl)c2ccccc12,19,-0.9,1,0.4,9,14,1.7,25,-4
CS(=O)(=O)Nc1ccc(C(=O)N2CCc3ccccc3C2)cc1,-12,·,3,0.5,2,9,2.8,-5,-4
CCc1ccccc1NC(=O)NC1CC2CCC(C1)N2Cc1ccco1 (stereo not given),-8,·,-1,0.2,7,6,-2.5,-4,-4
CCS(=O)(=O)c1ccc2oc(Nc3cc(Cl)ccc3OC)nc2c1,-2,0.1,-2,-3.1,-13,31,0.3,12,-5
O=C(OC(C(=O)NCc1cccs1)c1ccccc1Cl)c1ccco1 (stereo not given),0,0.9,0,-6.0,6,3,0.3,1,9
COc1ccccc1NC(=S)NNC(=O)c1ccccc1Br,3,·,-1,0.1,6,1,1.3,-4,4
C/C(=N/NS(=O)(=O)c1ccccc1)c1ccc(NC(=O)C(F)(F)F)cc1,1,·,-5,-2.3,-9,-2,·,-5,-6
COc1ccc(NC(=O)CN(C)S(=O)(=O)c2ccc(C)cc2)c([N+](=O)[O-])c1,6,·,1,1.3,10,37,-0.2,-13,12
O=C(NCCN1CCOCC1)c1cccc(S(=O)(=O)NCc2ccccc2)c1,6,-4.1,-2,-3.5,3,-2,-2.1,3,-1
COc1ccc(C2Nc3ccccc3C(=O)N2Cc2ccccc2)cc1CN1CCOCC1 (stereo not given),-9,·,97*,-4.1,-1,7,5.4,-3,5
